TNAP act hiacc – TNAP (human) activation, high acceptor. P05186. 200,000 tested, under 10 active. purified TNAP, CDP-star luminescence, 1 M DEA, 30 min; active compounds read high; 0 = EDTA background, 1 = DMSO-only activity. activation factor at 20 µM. AID 1136;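 active means activation factor at least 2 at 20 µM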
Target sequence (P05186 whole entry, looked up): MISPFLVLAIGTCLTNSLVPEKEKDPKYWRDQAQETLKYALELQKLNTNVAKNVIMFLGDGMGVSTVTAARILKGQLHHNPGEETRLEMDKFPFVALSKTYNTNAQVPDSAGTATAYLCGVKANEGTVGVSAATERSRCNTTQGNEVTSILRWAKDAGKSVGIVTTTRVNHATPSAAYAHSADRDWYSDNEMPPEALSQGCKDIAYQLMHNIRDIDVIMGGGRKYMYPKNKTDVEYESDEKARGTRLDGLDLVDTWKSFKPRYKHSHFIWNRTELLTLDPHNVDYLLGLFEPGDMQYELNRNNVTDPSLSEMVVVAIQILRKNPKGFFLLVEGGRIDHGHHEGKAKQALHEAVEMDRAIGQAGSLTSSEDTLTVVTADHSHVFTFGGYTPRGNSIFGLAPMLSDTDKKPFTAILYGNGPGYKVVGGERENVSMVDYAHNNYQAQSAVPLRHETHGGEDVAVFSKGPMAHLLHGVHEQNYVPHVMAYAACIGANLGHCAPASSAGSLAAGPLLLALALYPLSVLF
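Dosing: 20 µM single point. System: human TNAP. Amount: TNAP 1/800 final. Incubation: 30 min, room temperature. Read-out: TNAP activation factor scaled between EDTA and DMSO control wells. Signal: luminescence from CDP-star hydrolysis. Medium: 1 M DEA, pH 9.8, Mg2+, Zn2+. Control set: EDTA negative control, DMSO positive control.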
NF-kB expr up – compounds increasing NF-kB expression in human neuronal cells; NF-kB reporter expression; active compounds read high; fold change at 12.5 µM; 190,000 compounds, 1.6% hits; AID 1239; in the data active means fold change above about 3.3
TNAP inh hiacc – TNAP (human) inhibition, high acceptor. 200,000 compounds, 0.03% hits. P05186. AID 1135. inhibition, % at 20 µM. purified TNAP, CDP-star luminescence, 1 M DEA;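 active means over 50% inhibition of tissue-nonspecific alkaline phosphatase at 20 µM in the single-dose screen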;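 further: plate controls were DMSO wells for no effect and EDTA-quenched wells as full inhibition for full effect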
APP 5'UTR act – activates APP 5'UTR luciferase reporter; SH-SY5Y APP 5'UTR luciferase reporter, luminescence; zero percent = DMSO vehicle wells; activation, % at 2 µM; 190,000 compounds, 1% hits;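 active means activation above a set limit, based on mean plus 3 SD of controls, cut at about 140% in these data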; further: values of inactives mirror those of a sister screen read the other way
PMI act hi M6P – increases human PMI activity with near-saturating mannose 6-phosphate | 190,000 compounds, 0.34% hits | P34949 | AID 1216 | coupled PMI enzyme assay, resazurin fluorescence, 20 min; active compounds read high; 1 = untreated enzyme, 0 = substrate-free blank | activation factor at 20 µM;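 active means activation factor of 2 or more at 20 µM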
Target sequence (P34949 whole entry, looked up): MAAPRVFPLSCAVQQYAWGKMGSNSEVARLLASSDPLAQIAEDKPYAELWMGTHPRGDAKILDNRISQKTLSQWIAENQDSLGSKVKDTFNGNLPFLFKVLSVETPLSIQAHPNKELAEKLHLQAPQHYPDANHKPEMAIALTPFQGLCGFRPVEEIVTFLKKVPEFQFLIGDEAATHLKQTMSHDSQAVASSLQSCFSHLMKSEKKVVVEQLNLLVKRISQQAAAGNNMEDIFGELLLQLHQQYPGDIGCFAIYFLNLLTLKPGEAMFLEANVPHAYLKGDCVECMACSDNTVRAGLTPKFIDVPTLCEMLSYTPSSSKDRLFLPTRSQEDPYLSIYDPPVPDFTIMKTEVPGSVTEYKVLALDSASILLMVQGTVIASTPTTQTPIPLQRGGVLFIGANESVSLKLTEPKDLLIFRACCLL
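assay system = human phosphomannose isomerase with PGI, G6PDH, diaphorase coupling enzymes | quantity = 15 ng/mL PMI | incubation = enzyme reaction with compound 20 min at room temperature | medium = HEPES pH 7.4 buffer with MgCl2 and Tween-20 | compound dosing = one concentration, 20 µM, in 1% DMSO | measured by = Diaphorase-driven resazurin-to-resorufin fluorescence, excitation 544, emission 590 nm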
FLuc inh counter – Photinus pyralis luciferase inhibition counter-screen; ATPLite firefly luciferase biochemical luminescence, 10 min; inhibition, % at 10 µM; 200,000 compounds, 1.5% hits;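 active means inhibition above about 50% when tested at 10 µM, limit read from the data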
FLuc stim CS – firefly luciferase counter-screen for stimulation assays; P08659; ATPlite luciferase biochemical, luminescence, 10 min; 0 = ATP-free wells, 1 = DMSO control; activation factor at 10 µM; 200,000 tested, under 10 active; AID 1027;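 active means luciferase activation factor, scaled between plate controls, of at least 2 with compound at 10 µM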
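Material: Luciferase/luciferin reagent mix | Doses: Test compounds dosed from 2 mM stocks in 100% DMSO | Timing: 10 min incubation after luciferase reagent addition, room temperature | Measured by: Luminescence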
bIAP act – intestinal alkaline phosphatase (bovine) activation. purified bovine IAP, CDP-star luminescence, 30 min; active compounds read high; fold of DMSO-control signal, blank-subtracted. AID 1016. activation factor at 20 µM. 200,000 compounds, 0.17% hits;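 active means activation factor of 2 or more at 20 µM, a signal rise over negative controls twice the positive control's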
TNAP inh no acc – blocks human TNAP activity with no phosphate acceptor present | 200,000 compounds, 0.26% hits | P05186 | AID 1012 | inhibition, % at 20 µM | purified TNAP, CDP-star luminescence, 30 min;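 active means tissue-nonspecific alkaline phosphatase inhibition above about 50% at 20 µM in the single-dose screen, limit read from the data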;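 further: 0% = DMSO negative control and 100% = EDTA positive control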
PMI act – increases human mannose-6-phosphate isomerase activity. purified human PMI, coupled resazurin fluorescence, 20 min; active compounds read high; 1 = vehicle control, 0 substrate-free wells. activation factor at 20 µM. 190,000 compounds, 0.005% hits;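 active means activation factor of 2 or more at 20 µM, relative to plate controls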
* = called active by the depositor; · = no result given.

Every second line gives: TNAP inh hiacc | NF-kB expr up | FLuc stim CS | APP 5'UTR act | TNAP act hiacc | bIAP act | PMI act | FLuc inh counter | TNAP inh no acc | PMI act hi M6P
CCSc1nnc(NC(=O)CSc2nccn2-c2cccc(C)c2C)s1
→ -3 | 1.3 | 1 | 21 | 1 | 1 | 0.8 | -1 | -8 | 0.8
CC(O)(CS(=O)(=O)Cc1ccc(Cl)cc1)C(=O)Nc1cccc(C(F)(F)F)c1 (stereo not given)
→ -2 | 0.86 | 1.1 | -5 | 1 | 1 | 1 | -7 | -4 | 1
O=C(COC(=O)c1ccccc1C(=O)N1CCN(c2ccccc2)CC1)Nc1ccccc1
→ -5 | 1.1 | 1 | 3 | 1.1 | 0.9 | 0.8 | -2 | -12 | 0.9
COc1ccc(CCn2ccc(O)c(Cc3ccc(Cl)cc3)c2=O)cc1OC
→ -5 | 1.1 | 1 | 6 | 1.1 | 1 | 0.9 | -3 | -8 | 0.9
O=C(Cn1nnc(-c2cccs2)n1)N1CCOCC1
→ -4 | 1.2 | 1.1 | -1 | 1 | 0.9 | 1 | -6 | -12 | 1.1
O=C(COc1ccc(Cl)cc1)NCc1nnc(SCC(=O)NC2CCCC2)o1
→ -7 | 1 | 1 | -6 | 1.1 | 0.9 | 0.9 | -4 | -12 | 1
CCC(Sc1nc2c(c(=O)n1CC)SC(C)C2)C(=O)OC (stereo not given)
→ 0 | 0.99 | 1 | -8 | 1 | 0.9 | 0.8 | -4 | -3 | 0.9
CN(CCO)C(=O)c1cccc2c1-c1ccccc1C2=O
→ -5 | 0.88 | 1.1 | 14 | 1.1 | 0.9 | 1 | -5 | -8 | 1
COc1cccc(C2SCC(=O)N2c2ccc(Cl)cc2)c1OC (stereo not given)
→ -1 | 0.99 | 1 | -2 | 1 | 0.4 | 0.9 | -3 | -17 | 1
CCOC(=O)C1=C(C)N(C)C(=O)NC1c1cc2c(cc1Br)OCO2 (stereo not given)
→ -7 | 0.86 | 1 | 7 | 1.1 | 0.9 | 0.9 | -4 | -9 | 0.9
CN(C)CCSc1nc(N)c2c3c(sc2n1)COC(C)(C)C3
→ -3 | 1.1 | 1.1 | -11 | 1 | 0.9 | 1 | -9 | -11 | 1
COc1ccc(CC(=O)N2CCN(C(=O)Cc3ccc(OC)cc3)CC2)cc1
→ -2 | 1.1 | 1.1 | -6 | 1 | 0.9 | 0.9 | -8 | -9 | 0.9
CCOc1ccc(NC(=O)CN2CCN(CC(=O)Nc3ccc(F)c(F)c3)CC2)cc1
→ -2 | 0.88 | 1 | 22 | 1 | 1.1 | 1.3 | 0 | -10 | 1.5
CN(Cc1ccccc1)c1nc2c(c(=O)[nH]c(=O)n2C)n1CCSc1nc2ccccc2[nH]1
→ 4 | 0.87 | 1 | -17 | 1 | 1.2 | 1 | 0 | 7 | 1
CCN(CC)C(=O)C[n+]1ccc(C(N)=O)cc1
→ -5 | 1.3 | 1 | -17 | 1.1 | 1 | 0.9 | -3 | -11 | 0.9
CCOC(=O)N1CCC(NC(=O)c2cnc3n(c2=O)CCS3)CC1
→ -2 | 1.1 | 1 | -12 | 1 | 0.9 | 1 | -3 | -4 | 1.1
CCOC(=O)c1sc(=NC(=O)c2ccc(OC(C)C)cc2)n(C)c1C
→ -1 | 1.1 | 1 | 18 | 1 | 1.1 | 1 | -2 | -13 | 0.9
O=C(Cc1cccs1)NCc1cccc(CNC(=O)Cc2cccs2)c1
→ -7 | 0.99 | 1 | -8 | 1.1 | 1.1 | 1.2 | -2 | 0 | 1.1
COc1ccc(N2C(=O)[C@@H]3[C@H](C2=O)[C@H]2c4ccccc4C=CN2[C@@H]3C(C)=O)cc1
→ -3 | 1.1 | 1.1 | -4 | 1 | 1 | 1.6 | -8 | -15 | 1.5
COC(=O)c1c(NC(=O)CC2Nc3ccccc3NC2=O)sc(C)c1C (stereo not given)
→ 4 | 1.3 | 1 | 14 | 1 | 1 | 1.1 | -3 | 13 | 0.9
COCCCN1C(=O)C(O)=C(C(=O)c2ccco2)C1c1ccc(Br)cc1 (stereo not given)
→ 1 | 0.96 | 1 | 12 | 1 | 1 | 1 | -1 | -5 | 1
COc1cc(CNCCO)cc(Br)c1OCc1cccs1
→ -4 | 0.79 | 1.1 | 3 | 1 | 0.9 | 0.9 | -6 | -7 | 1
Cc1nn(C)c(C(=O)N2CCc3ccccc32)c1Cl
→ -2 | · | 1 | -9 | 1 | 0.8 | 1 | -1 | -6 | 0.9
CC1CC(C)CN(c2ncnc3c2cnn3C)C1 (stereo not given)
→ -2 | 1.2 | 1 | 5 | 1 | 0.9 | 1 | -2 | -14 | 1
CC1CCCCN1S(=O)(=O)c1ccc(S(=O)(=O)N2CCN(c3ccc(F)cc3)CC2)cc1 (stereo not given)
→ -7 | 0.94 | 1 | 1 | 1.1 | 0.3 | 0.9 | -1 | -24 | 1
CCOc1ccc(-c2nc(C)sc2CC(=O)O)cc1
→ -2 | 1 | 1.1 | -3 | 1 | 0.9 | 1.1 | -5 | -30 | 1.1
O=C(c1ccc2c3c(cccc13)CC2)C1CCCN(C(=O)c2cccnc2)C1 (stereo not given)
→ -3 | 0.92 | 1 | 1 | 1 | 0.9 | 0.8 | -5 | -5 | 0.7
CCOc1cc(C2NN=C(c3ccccc3)S2)ccc1OCc1ccc(F)cc1 (stereo not given)
→ -1 | 4.5* | 0.7 | 97 | 1 | 0.8 | 1.4 | 33 | -8 | 1.7
COc1ccc(S(=O)(=O)Cc2ccccc2)cc1N
→ -5 | 1.3 | 1.1 | -1 | 1.1 | 0.9 | 1.1 | -11 | -1 | 1
CN(C)Cc1nc2ccccc2c(=O)n1Cc1nc(-c2cccc([N+](=O)[O-])c2)cs1
→ 1 | 0.88 | 1 | -11 | 1 | 1 | 1.1 | -1 | -9 | 1.1

Compound profiles, as listed above:
CCOC(=O)N1CCC(NC(=O)c2cnc3n(c2=O)CCS3)CC1 as listed: TNAP inh hiacc = -2; NF-kB expr up = 1.1; FLuc stim CS = 1; APP 5'UTR act = -12; TNAP act hiacc = 1; bIAP act = 0.9; PMI act = 1; FLuc inh counter = -3; TNAP inh no acc = -4; PMI act hi M6P = 1.1
CN(C)CCSc1nc(N)c2c3c(sc2n1)COC(C)(C)C3 as listed: TNAP inh hiacc = -3; NF-kB expr up = 1.1; FLuc stim CS = 1.1; APP 5'UTR act = -11; TNAP act hiacc = 1; bIAP act = 0.9; PMI act = 1; FLuc inh counter = -9; TNAP inh no acc = -11; PMI act hi M6P = 1

Later entries
Every second line gives: TNAP inh hiacc | NF-kB expr up | FLuc stim CS | APP 5'UTR act | TNAP act hiacc | bIAP act | PMI act | FLuc inh counter | TNAP inh no acc | PMI act hi M6P
CCC(C)(C)NC(=O)C(c1ccco1)N(C(=O)CNC(=O)c1cccs1)c1cccnc1 (stereo not given)
→ 1 | 1.1 | 1 | 3 | 1 | 1 | 0.9 | -3 | -5 | 1
O=C(CSc1ncn[nH]1)N1N=C2/C(=C/c3ccco3)CCCC2C1c1ccco1 (stereo not given)
→ -2 | 0.82 | 1 | -2 | 1 | 1.4 | 0.8 | -2 | -1 | 1.1
CCCC(C)C(=O)N(Cc1ccccc1)c1ccccn1 (stereo not given)
→ -1 | 0.94 | 1.1 | -3 | 1 | 0.9 | 0.8 | -7 | -7 | 0.9
CN(C)c1ccc(NC(=O)CSc2nc(N)c(C(=O)Nc3ccc(N(C)C)cc3)s2)cc1
→ -5 | 1.6 | 0.9 | 38 | 1.1 | 0.9 | 0.8 | 15 | -14 | 0.8
CN(C(=O)COC(=O)COc1ccc(Cl)cc1)C1CCCCC1
→ -2 | 1.1 | 1.1 | -7 | 1 | 0.7 | 1 | -5 | -10 | 0.9
O=C(COC(=O)C1(c2ccccc2)CC1)N1CCN(c2ccc(F)cc2)CC1
→ -3 | 1.1 | 1.1 | 6 | 1 | 0.9 | 1 | -6 | -12 | 1
COc1ccc(NC(=O)C(c2ccccc2)N(C)C(=O)c2cnccn2)cc1 (stereo not given)
→ -4 | 1 | 1 | 11 | 1 | 0.9 | 1 | -4 | -9 | 1
CCOc1ccc2oc(C(=O)Nc3ccc(N4CCOCC4)cc3)c(C)c2c1
→ -2 | 1.2 | 1 | -6 | 1 | 0.9 | 0.9 | -2 | -12 | 1
Cc1cc(NC(=O)c2cc(-c3ccco3)on2)no1
→ -6 | 1.5 | 1 | 1 | 1.1 | 0.9 | 0.8 | 4 | -9 | 0.8
N#C/C(C(=O)Oc1ccccc1)=C1\C=CC=CN1
→ 2 | 1.9 | 0.7 | 57 | 1 | 1 | 1 | 25 | -3 | 0.9
O=C(N/N=C/c1ccc[nH]1)c1ccncc1
→ 2 | 1.1 | 1 | -1 | 1 | 1.1 | 1.2 | -1 | -3 | 1
O=C(c1ccccc1F)N(NC(=O)C(O)(c1ccccc1)c1ccccc1)c1ccccc1
→ -1 | 0.87 | 1 | -6 | 1 | 1 | 0.9 | -3 | -17 | 1
O=C(N/N=C/c1cn(-c2ccccc2)nc1-c1cc2ccccc2o1)c1ccccc1Br
→ -2 | 1.9 | 0.9 | 188* | 1 | 1 | 1 | 6 | 1 | 0.9
O=C(COc1ccc(F)cc1)N(CC1=CCS(=O)(=O)C1)c1ccccc1
→ -6 | 1.2 | 1.1 | 13 | 1.1 | 0.9 | 0.9 | -5 | -13 | 0.9
Cc1ccc2c(CN3CCN(CCO)CC3)cc(=O)oc2c1C
→ -4 | 1.1 | 1.1 | -21 | 1 | 0.9 | 0.9 | -6 | -10 | 1
Cc1nonc1C1CCCN1Cc1nc(-c2ccccc2Cl)oc1C (stereo not given)
→ -3 | 1.1 | 1 | 15 | 1 | 0.9 | 0.8 | -5 | -4 | 0.9
FC(F)(F)c1cc(-c2cccs2)nc2ncnn12
→ 0 | 0.9 | 1.1 | 22 | 1 | 1 | 1.1 | -9 | -6 | 1
COC(=O)c1c(-c2ccc(C)cc2)csc1N
→ -4 | 0.95 | 1.1 | 4 | 1 | 0.9 | 0.7 | -9 | 0 | 0.7
Cc1cccc(C(=O)NC2CCN(CC(=O)N3CCOCC3)CC2)c1
→ -1 | 1.2 | 1 | 9 | 1 | 1.1 | 1 | -3 | -10 | 1
Cc1nc(NCc2ccco2)c2c3c(sc2n1)CCC3
→ -4 | 0.88 | 1.1 | 0 | 1 | 1 | 1.1 | -9 | 3 | 1.1
CCc1ccc(Cn2nnc(C(=O)Nc3cccc(C)c3)c2N)cc1
→ -6 | 1.2 | 1.1 | -21 | 1.1 | 0.8 | 1 | -7 | -24 | 0.9
COc1ccc([N+](=O)[O-])cc1NC(=O)c1cn(-c2ccc(C)c(C)c2)c(=O)c2ccccc12
→ -4 | 1 | 1 | -25 | 1 | 0.9 | 1 | -3 | -8 | 1.1
Cc1cc2ccccc2nc1SCC(=O)N1CCCC1
→ -7 | 1.1 | 1.1 | 4 | 1.1 | 0.9 | 1 | -6 | -10 | 1
O=C(C[n+]1cccc(NC(=O)c2ccccc2)c1)c1cccc([N+](=O)[O-])c1
→ -4 | 1.1 | 1 | -17 | 1 | 1.1 | 1.2 | -3 | -2 | 1

From PubChem
